Source: PubChem BioAssay
HCMV antiviral – human cytomegalovirus inhibition; HFF cells, HCMV-luciferase reporter, 72 h; stronger effect = lower value; 4.5% of 410,000 active; activity change, negative = inhibition, % at 57.5 µM; in the data active means activity change below about -60%; inconclusive means no clear call, values can overlap the other calls; inactive means above about -39%
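HFF cells seeded 16 h at 37C, treated with compounds, infected with luciferase-reporter HCMV at MOI 1 PFU/cell; luciferase read at 72 h post infection, normalized to buffer-only and Salinomycin controls.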
AmpC no deterg – inhibitors of E. coli AmpC beta-lactamase without detergent. AID 485341. AmpC nitrocefin hydrolysis, absorbance 480 nm, 0.0001% Triton. 0.52% of 330,000 active. Potency, µM (highest dose often 57.1 µM), for inactives: top-dose activity change, negative = inhibition, hits mostly inhibitors. P00811;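 further: potency means the concentration at half of the fitted maximal effect; plate controls were no compound for no effect and no enzyme for full effect; nearly all actives have a fitted effect of over 20% in size; some results filed as inactive show a strong effect at the top dose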
Target sequence (P00811 whole entry, looked up): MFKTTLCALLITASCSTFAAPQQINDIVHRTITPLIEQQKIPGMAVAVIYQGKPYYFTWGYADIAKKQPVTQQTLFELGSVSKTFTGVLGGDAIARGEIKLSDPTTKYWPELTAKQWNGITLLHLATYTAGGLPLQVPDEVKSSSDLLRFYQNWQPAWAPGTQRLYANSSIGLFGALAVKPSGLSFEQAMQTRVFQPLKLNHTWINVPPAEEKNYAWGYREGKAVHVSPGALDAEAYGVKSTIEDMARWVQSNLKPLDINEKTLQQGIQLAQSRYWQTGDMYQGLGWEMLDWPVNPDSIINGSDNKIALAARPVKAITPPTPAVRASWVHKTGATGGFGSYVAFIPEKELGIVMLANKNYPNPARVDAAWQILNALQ
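AmpC (5.3 nM in the dispensed reagent) in 20 mM phosphate pH 7.0 with 0.01% (detergent screen) or 0.0001% Triton X-100 was preincubated with compounds for 15 min at room temperature. Nitrocefin was then added from an 800 uM solution, and hydrolysis was followed at 480 nm.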
Sm TGR block – S. mansoni TGR enzyme inhibition | 3% of 360,000 active | purified TGR, DTNB reduction, TNB absorbance 405 nm | Q962Y6 | Potency, µM (highest dose often 114 µM), without a hit: at the highest dose activity change, negative = inhibition, usual class: inhibitors; further: potency means the concentration at half of the fitted maximal effect; nearly all actives have a fitted effect of over 60% in size
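TGR 20 nM + NADPH 100 uM (dispensed conc.), cpd preinc 15 min RT; start with NADPH (500 uM addition) then DTNB (15 mM addition). Kinetic TNB absorbance, 405 nm filter. Four-parameter Hill fit across titration.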
AmpC inh detg – inhibitors of E. coli AmpC beta-lactamase with detergent; Potency, µM (titrated, usually from 114 µM), without a hit: top-dose activity change, negative = inhibition, usual class: inhibitors; 0.041% of 370,000 active; AmpC hydrolysis of nitrocefin, absorbance 480 nm, 0.01% Triton;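 further: potency means the concentration at half of the fitted maximal effect; 0% = no-compound wells and -100% = no-enzyme wells; nearly all actives have a fitted effect of over 25% in size; some results filed as inactive show a strong effect at the top dose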
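AmpC (5.3 nM in the dispensed reagent) in 20 mM phosphate pH 7.0 with 0.01% (detergent screen) or 0.0001% Triton X-100 was preincubated with compounds for 15 min at room temperature. Nitrocefin was then added from an 800 uM solution, and hydrolysis was followed at 480 nm.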
HCV inh – blocks hepatitis C virus | Huh7.5.1 HCVcc-Cre infection, luciferase reporter, 44 h | Potency, µM (top dose mostly 41.8 µM), inactives show at the top dose activity change, negative = inhibition, hits mostly inhibitors | 3.4% of 340,000 active; further: potency means the concentration at half of the fitted maximal effect
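After 44 h co-culture of compound, cells and HCVcc-Cre (~0.5 moi), substrate is added for 15 min at room temperature and luciferase measured over 15 sec. Cells were seeded at 1,000/well and pre-cultured 4 h.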
Giardia FBPA inh – Giardia lamblia aldolase inhibition; 0.71% of 290,000 active; Potency, µM (titrated, usually from 59.6 µM), for inactives: at the top dose activity, negative = inhibition, usual class: inhibitors; purified Giardia FBPA; further: potency means the concentration at half of the fitted maximal effect; nearly all actives have a fitted effect of over 55% in size
Target sequence (A8B2U2 whole entry, looked up): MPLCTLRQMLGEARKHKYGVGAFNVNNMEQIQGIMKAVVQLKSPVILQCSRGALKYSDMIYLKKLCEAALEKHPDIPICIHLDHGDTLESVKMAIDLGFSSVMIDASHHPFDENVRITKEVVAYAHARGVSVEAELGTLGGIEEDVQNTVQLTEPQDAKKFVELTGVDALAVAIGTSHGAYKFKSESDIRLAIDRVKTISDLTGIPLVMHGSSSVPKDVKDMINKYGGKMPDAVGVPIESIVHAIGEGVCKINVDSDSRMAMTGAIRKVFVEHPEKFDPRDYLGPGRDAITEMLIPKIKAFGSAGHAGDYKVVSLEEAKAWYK
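Giardia FBPA (40 nM reagent) was preincubated 10 min at RT with compound (up to 57.5 uM final), then substrate plus GAPDH/TPI/NAD/arsenate coupling system with diaphorase/resazurin was added; resorufin fluorescence (525/598 nm) was read after 20 min.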
An asterisk follows results filed as active; ? = inconclusive; · = not tested or not shown; [ ] = remark or other dose. Unless noted, the call rests on the fitted dose curve; in most records, active means well fitted curve in the direction sought with a large enough effect; inconclusive means small, poorly fitted or top-dose-only effect, or another doubt; inactive means no such curve, though single readings can be large; an effect the other way counts as inactive or inconclusive. Unless noted, on the % scale 0 is the no-effect control and ±100 the full control effect.

Screens by letter – A = HCMV antiviral; B = AmpC no deterg; C = Sm TGR block; D = AmpC inh detg; E = HCV inh; F = Giardia FBPA inh
O=C(Nc1cc(C(F)(F)F)ccc1N1CCCC1)C1=COCCO1
  A: -38.7	B: -18.9%	C: 0.6%	D: -5.8%	E: ?	F: ·

CCN(CC(=O)Nc1ccc(NC(C)=O)cc1)C(=O)/C=C/c1ccc(C)o1
  A: 0.0	B: -19.2%	C: 44.7µM*	D: 2.3%	E: 5.8%	F: ·

CN(C)S(=O)(=O)c1ccc(C(=O)NCC(=O)N/N=C/c2ccccc2)cc1
  A: 22.8	B: 0.0%	C: -0.5%	D: -0.4%	E: 0.2%	F: 6.6%

CCN(CC(=O)NCc1ccc(Cl)cc1)C(=O)c1cccc(S(=O)(=O)Nc2ccc(OC)cc2)c1
  A: -27.2	B: -26.0%	C: 0.6%	D: 0.0%	E: -17.5%	F: ·

Cn1nc(NC(=O)C(F)(F)F)c2ncc(-c3ccc(Cl)cc3)nc21
  A: 186.4	B: -14.0%	C: 2.0%	D: -13.8%	E: ?	F: 6.4%

O=S(=O)(c1ccccc1)n1ccc(-c2cnc(-c3ccccc3)s2)n1
  A: 39.7	B: -29.3%	C: 5.8%	D: -3.3%	E: ?	F: -7.9%

COc1cccc(NC(=O)C2CCN(C(=O)N3CC(C)Oc4ccccc43)CC2)c1 (stereo unspecified)
  A: 1.9	B: ·	C: -2.7%	D: -1.3%	E: ·	F: ·

O=C(OCc1ccc(-c2ccccc2)cc1)c1cccc(O)c1
  A: 9.3	B: -40.9%	C: 5.4%	D: -4.5%	E: 14.8%	F: ·

CCOc1ccccc1C(=O)NC1CCNCC1
  A: -5.7	B: -41.3%	C: ?	D: -8.8%	E: 3.8%	F: -18.0%

O=C(CCl)N1CCN(S(=O)(=O)Cc2ccccc2)CC1
  A: -76.2*	B: -14.6%	C: 15.8µM*	D: -1.7%	E: ?	F: ·

O=C(CCNC(=O)c1ccccc1Cl)NC1=NCCS1
  A: ?	B: -14.1%[11.4 µM]	C: -0.8%	D: ?	E: 3.7%	F: 4.0%

CCCC1C(C#N)=C(N)Oc2c1c(=O)oc1ccccc21 (stereo unspecified)
  A: -28.4	B: -27.6%	C: -14.7%	D: -1.2%	E: 0.5%	F: 1.0%

O=C(Nc1ccccc1N1CCCC1)c1cccc(Cl)c1Cl
  A: 0.5	B: -22.0%	C: -11.0%[57.1 µM]	D: -2.2%	E: -9.8%	F: -5.4%

CCN(CC)C(=O)Oc1ccc2ccccc2c1Br
  A: -88.9*	B: 4.7%	C: 1.6%	D: -10.7%	E: ?	F: 1.4%

N#CCOC(=O)[C@H](Cc1ccccc1)N1C(=O)c2ccccc2C1=O
  A: -13.6	B: -19.4%	C: -31.5%	D: -5.1%	E: 20.5%	F: -3.3%

O=C(Cn1cnc2ccccc21)Nc1ccc(C(=O)O)cc1
  A: -35.0	B: 1.2%	C: 1.8%	D: 0.6%	E: -1.3%	F: -0.2%

Cc1cc(C(=O)NC2CCCCCC2)c2ccccc2n1
  A: -7.3	B: -3.2%	C: ·	D: ·	E: 9.0%	F: ·

O=C(O)COCC(=O)N1CCc2c([nH]c3ccccc23)C1C(F)(F)F (stereo unspecified)
  A: ·	B: 3.3%	C: -5.9%	D: -7.4%	E: 6.9%	F: 15.7%

O=[N+]([O-])c1ccc2nc(-c3ccc(Cl)cc3)[nH]c2c1
  A: -61.7*	B: -38.9%	C: 0.1%	D: ?	E: -5.8%	F: -18.3%

Cc1cc2ccccn2c1C(=O)Nc1ccccc1
  A: 17.4	B: -19.0%	C: 8.8%	D: 1.9%	E: 5.8%	F: -10.6%

CCc1cc2c(SCC(=O)O)ncnc2s1
  A: -13.6	B: -31.5%	C: 0.0%	D: -5.3%	E: 22.3%	F: 15.6%

CCOc1ccc(C(=O)Nc2cc3c(cc2N2CCCC2)n(C)c(=O)c(=O)n3C)cc1OCC
  A: 3.7	B: ·	C: ?	D: 14.7%	E: ·	F: ·

N#Cc1cccc(NC(=O)CSc2nnc(C3CC3)n2C2CC2)c1
  A: ?	B: -16.9%	C: 0.9%	D: 0.9%	E: -8.4%	F: ·

COc1cccc(/C=N/NC(=O)c2csc(-n3nc(C)cc3C(F)(F)F)n2)c1
  A: 25.9	B: 28.9%	C: -5.6%	D: ?	E: 1.4%	F: -3.9%

COCCN1C(=O)c2ccc(C(=O)NCc3ccco3)cc2C1=O
  A: 38.7	B: -5.9%	C: -12.2%	D: 7.6%	E: 20.8%	F: ·

CCn1c(SCC(=O)N2CCN(c3ccccc3)CC2)nc2c([nH]c3ccccc32)c1=O
  A: 35.2	B: -5.1%	C: 0.0%	D: -6.5%	E: ?	F: ·

COc1ccc(C(C2C(=O)CC(C)(C)CC2=O)C2C(=O)CC(C)(C)CC2=O)cc1
  A: 19.5	B: -8.3%	C: ?	D: -1.0%	E: 15.7%	F: -0.2%

Cc1ccc(NC(=O)C2=COCCO2)cc1S(=O)(=O)N1CCOCC1
  A: -26.2	B: -6.9%	C: -4.4%	D: 1.9%	E: 34.7%[activator]	F: ·

O=C(CN1CC[n+]2c(-c3ccccc3)csc21)c1ccc(Br)cc1
  A: -9.0	B: -44.8%	C: -0.8%	D: -1.1%	E: ?	F: 5.0%

CC(NS(=O)(=O)c1ccc(Cl)cc1)C(=O)OCC(=O)c1ccc[nH]1 (stereo unspecified)
  A: -28.9	B: -20.3%	C: -8.4%	D: -5.9%	E: 10.7%	F: ·

COc1cccc2cc(C(=O)C3=C(O)C(=O)N(CCN4CCOCC4)C3c3ccc(Cl)cc3)oc12 (stereo unspecified)
  A: 13.1	B: -1.9%	C: 39.8µM*	D: -0.1%	E: 0.8%	F: 3.0%

CC1(C)CC(=O)C2=C(C1)O[C@@]1(CCCCN3C(=O)c4ccccc4C3=O)Cc3cc(C#N)ccc3C2O1
  A: ·	B: -3.9%[11.4 µM]	C: ?	D: -13.4%[22.9 µM]	E: ·	F: 5.4%[12.9 µM]

CCCCn1c(C)cc2c(c1=O)[C@H]1O[C@](CCCCN3C(=O)c4ccccc4C3=O)(Cc3ccccc31)O2
  A: ·	B: -34.1%[11.4 µM]	C: -14.4%[22.9 µM]	D: -5.2%[22.9 µM]	E: ·	F: -1.7%[12.9 µM]

Reprinted at random: 7 entries already listed.
Screens by letter – A = HCMV antiviral; B = AmpC no deterg; C = Sm TGR block; D = AmpC inh detg; E = HCV inh; F = Giardia FBPA inh
CCCC1C(C#N)=C(N)Oc2c1c(=O)oc1ccccc21 (stereo unspecified)
  A: -28.4	B: -27.6%	C: -14.7%	D: -1.2%	E: 0.5%	F: 1.0%

O=C(OCc1ccc(-c2ccccc2)cc1)c1cccc(O)c1
  A: 9.3	B: -40.9%	C: 5.4%	D: -4.5%	E: 14.8%	F: ·

O=C(Cn1cnc2ccccc21)Nc1ccc(C(=O)O)cc1
  A: -35.0	B: 1.2%	C: 1.8%	D: 0.6%	E: -1.3%	F: -0.2%

O=[N+]([O-])c1ccc2nc(-c3ccc(Cl)cc3)[nH]c2c1
  A: -61.7*	B: -38.9%	C: 0.1%	D: ?	E: -5.8%	F: -18.3%

COCCN1C(=O)c2ccc(C(=O)NCc3ccco3)cc2C1=O
  A: 38.7	B: -5.9%	C: -12.2%	D: 7.6%	E: 20.8%	F: ·

COc1ccc(C(C2C(=O)CC(C)(C)CC2=O)C2C(=O)CC(C)(C)CC2=O)cc1
  A: 19.5	B: -8.3%	C: ?	D: -1.0%	E: 15.7%	F: -0.2%

O=C(O)COCC(=O)N1CCc2c([nH]c3ccccc23)C1C(F)(F)F (stereo unspecified)
  A: ·	B: 3.3%	C: -5.9%	D: -7.4%	E: 6.9%	F: 15.7%
